ALOX15 inhib: qHTS Assay for Inhibitors of 15-hLO (15-human lipoxygenase); purified 15hLO-1, xylenol orange hydroperoxide absorbance; Potency, µM (series often up to 57.1 µM), without a hit: at the top dose activity change, negative = inhibition, actives largely listed as inhibitors; Polyunsaturated fatty acid lipoxygenase ALOX15 (Homo sapiens), P16050; actives 1.4% (n = 74,000); also: potency is read from the fitted curve at half-maximal effect; % is scaled to controls: 0 for no effect and ±100 for the full control effect; nearly all actives have a fitted effect of over 55% in size
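Hydroperoxide formed from arachidonic acid (50 uM) by purified human 15hLO-1 (40 nM) oxidizes ferrous iron, and the ferric-xylenol orange complex is read at 573 versus 405 nm. Compounds were preincubated 15 min; reaction ran 6 min at room temperature.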
Tau filament bind: qHTS Assay for Tau Filament Binding; recombinant tau filaments, thioflavin S fluorescence, 15 h; filaments grown with octadecylsulfate alongside compound; Potency, µM (highest dose often 57.1 µM), for inactives: at the highest dose activity change, negative = inhibition; actives 2% (n = 71,000);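 also: potency is read from the fitted curve at half-maximal effect; % is scaled to controls: 0 for no effect and ±100 for the full control effect; actives lower thioflavin S fluorescence by blocking filaments or displacing dye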
Target sequence (P10636 whole entry, looked up): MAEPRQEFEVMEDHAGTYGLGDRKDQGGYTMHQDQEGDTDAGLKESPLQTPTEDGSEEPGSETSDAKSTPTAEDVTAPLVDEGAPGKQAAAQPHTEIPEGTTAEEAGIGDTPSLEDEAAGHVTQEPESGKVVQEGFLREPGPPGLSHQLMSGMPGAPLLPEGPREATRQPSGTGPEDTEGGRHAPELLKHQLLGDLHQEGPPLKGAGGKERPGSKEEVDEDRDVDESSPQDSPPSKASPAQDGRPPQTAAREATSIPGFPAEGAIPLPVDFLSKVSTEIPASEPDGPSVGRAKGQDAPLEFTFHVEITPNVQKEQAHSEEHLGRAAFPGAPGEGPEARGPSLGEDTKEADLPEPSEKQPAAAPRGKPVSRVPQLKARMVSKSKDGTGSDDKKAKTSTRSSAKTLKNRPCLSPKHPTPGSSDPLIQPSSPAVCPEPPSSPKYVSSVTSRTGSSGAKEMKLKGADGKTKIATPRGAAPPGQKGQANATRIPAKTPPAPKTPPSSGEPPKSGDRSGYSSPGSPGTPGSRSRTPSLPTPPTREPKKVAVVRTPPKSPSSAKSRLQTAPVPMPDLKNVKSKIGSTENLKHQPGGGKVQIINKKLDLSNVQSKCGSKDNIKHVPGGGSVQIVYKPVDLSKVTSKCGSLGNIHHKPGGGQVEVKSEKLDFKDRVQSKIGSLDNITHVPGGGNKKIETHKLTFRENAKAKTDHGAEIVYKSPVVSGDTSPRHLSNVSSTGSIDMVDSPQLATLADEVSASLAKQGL
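ThS-based fibril read: tau 1 uM final, inducer ODS 30 uM final, 37 C for 15 h, ex 450/em 510 nm.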
HBB splice mod: qHTS Assay for Modulators of Hemoglobin Beta Chain Splicing; HBB splicing reporter cell assay, activation; EGFP reporter with mutant IVS2-654 intron; response scale: normalised to 500 nM splice-correcting PNA; Potency, µM (series often up to 46.1 µM), for the others: top-dose activation, usual class: activators; actives 0.06% (n = 65,000); AID 925, 2007; also: potency is read from the fitted curve at half-maximal effect; 0% is about no effect
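Compounds were applied for 2 days to HeLa EGFP-654 cells, 500/well in Optimem with 2% FCS. The reporter's EGFP is disrupted by mis-splicing of beta-globin intron IVS2-654. Readout: summed well GFP fluorescence from 488 nm laser scanning; reference was 500 nM antisense […] 654 PNA.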
ERK AVP inh: qHTS Assay for Inhibitors of the ERK Signaling Pathway using a Homogeneous Screening Assay. actives 0.99% (n = 72,000). HEK293-V1b, vasopressin-stimulated pERK AlphaScreen. Potency, µM (doses to about 57.5 µM), inactives show top-dose activity, negative = inhibition, hits mostly inhibitors. AID 995, 2007; also: potency is read from the fitted curve at half-maximal effect; % is scaled to controls: 0 for no effect and ±100 for the full control effect; nearly all actives have a fitted effect of over 55% in size
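HEK293 cells stably expressing V1b receptor, seeded overnight in 1% FBS, were treated with compounds for 30 min at 37C, then stimulated 5 min with 25 nM vasopressin; phospho-ERK read by AlphaScreen SureFire after lysis.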
DNA Pol III inh: qHTS Assay for Inhibitors of DNA Polymerase III Holoenzyme System; reconstituted DNA polymerase III holoenzyme replication, biochemical; Potency, µM (top dose mostly 57.1 µM), inactives show at the top dose activity change, negative = inhibition; actives 0.25% (n = 71,000); also: potency is read from the fitted curve at half-maximal effect; % is scaled to controls: 0 for no effect and ±100 for the full control effect
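Reconstituted *E. coli* holoenzyme (0.35 nM Pol III, 1 nM beta, 154 nM SSB, 2 nM primase) was preincubated with compound for 15 min at RT. Synthesis on 1.4 nM ssM13Gori ran 35 min, then was stopped with PicoGreen/EDTA and read as dsDNA fluorescence.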
Hsp90 Hop PPI: qHTS Assay for Disrupters of an Hsp90 Co-Chaperone Interaction; AlphaScreen TPR2A-His6 binding biotin-Hsp90 C-terminal peptide; Potency, µM (top dose mostly 57 µM), for the others: at the top dose activity change, negative = inhibition; actives 0.44% (n = 71,000); AID 595, 2007; active = well fitted curve in either direction with a large enough effect; inconclusive = small, poorly fitted or top-dose-only effect, or another doubt; also: potency is read from the fitted curve at half-maximal effect; % is scaled to controls: 0 for no effect and ±100 for the full control effect; many of its hits are not listed in these tables
CRE Fsk mod: Cell signaling CRE-BLA (Fsk stim). CHO CRE-bla reporter (cAMP response element driving beta-lactamase), forskolin EC10, beta-lactamase ratio. Potency, µM (doses to about 38.2 µM), for inactives: top-dose activity change, negative = inhibition, most hits filed as activators. actives 2.5% (n = 71,000); active = well fitted activation curve with a large enough effect in the signal ratio, with a control signal flat, not every such curve was filed as active; inconclusive = small, poorly fitted or top-dose-only effect, or effect the other way, or a change in a side signal; the % refers to the signal ratio; also: potency is read from the fitted curve at half-maximal effect; % of control where 0% means no effect
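Cells were plated overnight at 37 °C, exposed to compound titrations plus EC10 NKH 477 for 3 h, then given CCF4 dye for 2 h at room temperature. Blue/green (460/530 nm) ratio was converted to %Activity and AC50 values calculated.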
Ub-GFP proteasome: Ubiquitin-GFP Assay; Ubiquitin-GFP reporter cells, proteasome inhibition, GFP fluorescence; response scale: untreated = 0%, 10 µM MG-132 = 100%; Potency, µM (highest dose often 45.9 µM), without a hit: top-dose activation (GFP accumulation), usual class: activators; 67,000 tested, under 10 active; AID 526, 2006; active = well fitted activation curve with a large enough effect, not every such curve was filed as active; inconclusive = small, poorly fitted or top-dose-only effect, or another doubt; inactive = no such curve, though single readings can be large or run the other way; also: potency is read from the fitted curve at half-maximal effect
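Reporter cells (U2OS, ubiquitin-G76V-GFP fusion) are plated overnight, then treated 4 hr at 37 °C with compound titrations from 46 uM down to 2.9 nM. Activity is scaled against untreated cells and 10 uM MG-132.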
Luciferase inh: qHTS Assay for Inhibitors of Firefly Luciferase; Luciferin 4-monooxygenase (Photinus pyralis), P08659; purified firefly luciferase, luminescence, 8 min; Potency, µM (highest dose often 57.1 µM), without a hit: top-dose activity change, negative = inhibition, actives largely listed as inhibitors; actives 2.2% (n = 72,000); AID 411, 2009; also: potency is read from the fitted curve at half-maximal effect; % is scaled to controls: 0 for no effect and ±100 for the full control effect; nearly all actives have a fitted effect of over 40% in size
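Here, luciferase activity is measured as luminescence following an 8 min room-temperature reaction at 10 uM ATP, pH 7.2. Every library sample is titrated.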
GFP derepression: qHTS Assay for Epigenetic Modulators; mouse C127i GFP locus derepression, cytometry, 30 h; actives 0.09% (n = 68,000); Potency, µM (series often up to 46.1 µM), without a hit: top-dose GFP derepression (activation); also: % of control where 0% means no effect
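Locus derepression in mouse mammary C127i cells whose integrated CMV-GFP reporter is normally silent; GFP expression after 30 h compound treatment was quantified by counting fluorescent cells.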
HADH2 inhib: qHTS Assay for Inhibitors of HADH2 (Hydroxyacyl-Coenzyme A Dehydrogenase, Type II); 3-hydroxyacyl-CoA dehydrogenase type-2 (Homo sapiens), Q99714; AID 886, 2007; actives 3.4% (n = 73,000); Potency, µM (titrated, usually from 57.1 µM), without a hit: at the top dose activity change, negative = inhibition, usual class: inhibitors; recombinant HADH2, NADH fluorescence, beta-hydroxybutyryl-CoA; also: potency is read from the fitted curve at half-maximal effect; % is scaled to controls: 0 for no effect and ±100 for the full control effect; nearly all actives have a fitted effect of over 60% in size; many of its hits are not listed in these tables
Target sequence (Q99714 whole entry, looked up, one chain of several): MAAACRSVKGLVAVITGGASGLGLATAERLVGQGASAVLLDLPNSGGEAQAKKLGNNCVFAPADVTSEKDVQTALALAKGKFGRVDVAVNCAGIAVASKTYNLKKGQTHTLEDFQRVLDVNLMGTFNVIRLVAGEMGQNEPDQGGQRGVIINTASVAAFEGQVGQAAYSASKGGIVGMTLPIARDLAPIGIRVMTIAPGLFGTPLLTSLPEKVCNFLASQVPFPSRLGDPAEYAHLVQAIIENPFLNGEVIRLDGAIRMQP
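E. coli-expressed His-tagged HADH2 tested at 20 nM in alkaline Tris buffer (pH 9.0); oxidation of 90 uM beta-hydroxybutyryl-CoA with 1 mM NAD+ tracked fluorimetrically for 4 min.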
An asterisk follows results filed as active; ? = inconclusive; nt = no result given; [ ] = dose if it differs, or a comment. Unless noted, calls follow the shape of the dose curve; as a rule, active = well fitted curve in the direction sought with a large enough effect; inconclusive = small, poorly fitted or top-dose-only effect, or another doubt; inactive = no such curve, though single readings can be large; an effect the other way counts as inactive or inconclusive. The list is partial; the hit share may differ from the screen's.

SMILES	ALOX15 inhib	Tau filament bind	HBB splice mod	ERK AVP inh	DNA Pol III inh	Hsp90 Hop PPI	CRE Fsk mod	Ub-GFP proteasome	Luciferase inh	GFP derepression	HADH2 inhib
CCn1c(CNC(=O)c2ccc(OC)c(OC)c2)nnc1SCC(=O)c1ccc(OC)cc1	-7%	4%	-0.6%	-24%	-2%	-2%	2%	-3%	-16%	3%	?
O=C(COC(=O)Cn1cnc2ccccc21)Nc1ccc2c(c1)OCCO2	9%	-13%	-0.6%	-9%	-3%	-3%	-4%	0%	0%	-2%	2%
Cc1ccc(S(=O)(=O)N(C)CC(=O)N2CCOCC2)cc1	-21%	3%	0.8%	-4%	-5%	-3%	3%	-4%	0%	-2%	3%
CCOC(=O)C(NC(=O)OC(C)C)(Nc1nccs1)C(F)(F)F (centres undefined)	1%	-2%	0.4%[57.5 µM]	-10%	-6%	-1%	?	-2%	2%	2%	8%
CCOC(=O)CSC1=Nc2ccccc2C2=NC(CC(=O)NCc3ccc(OC)cc3)C(=O)N12 (centres undefined)	1%	7%	-2.0%	1%	-2%	8%	?	-2%	3%	-2%	-16%
C=CCSc1nnc2c(n1)OC(c1cccnc1)N(C(C)=O)c1ccccc1-2 (centres undefined)	1%	6%	0.3%	11%	-3%	1%	-2%	1%	1%	7%	-10%
O=S(=O)(c1ccccc1)N1CCC[C@@]2(CCN(c3cccc(-c4ccccc4)c3)C2)C1	?	4%	2.8%	-2%	7%	-5%	-12%	-14%	-3%[11.4 µM]	2%[9.22 µM]	-7%
CCOC(=O)C1CCCN(C(=O)c2cncc(Br)c2)C1 (centres undefined)	-14%	7%	-0.7%	2%	-6%	-3%	?	0%	1%	2%	?
C[C@@]12CC[C@@H]3c4ccc(O)cc4CC[C@H]3[C@H]1CC[C@H]2O	-6%[25.6 µM]	-6%[25.6 µM]	-1.2%[20.6 µM]	-20%[25.7 µM]	0%[25.6 µM]	-9%[26 µM]	14%[17.1 µM]	2%[20.5 µM]	-1%[25.5 µM]	-1%[20.6 µM]	?
O=C(c1ccco1)N1CCN(CC(O)COc2ccc3oc4ccccc4c3c2)CC1 (centres undefined)	-6%	47%	2.0%	?	2%	-7%	?	0%	-43%	-2%	-2%
O=C(c1cc2c(s1)CCC2)N1C(=O)c2ccccc2S1(=O)=O	0%	0%	-2.3%	4%	0%	1%	?	1%	5%	1%	-2%
CCOC(=O)c1coc(CNC(=O)c2c(C)oc3c2CCCC3)c1	-2%	2%	nt	12%	-6%	-13%	?	-2%	0%	1%	-5%
CC1S/C(=C(\C#N)C(=O)NCc2ccco2)N(Cc2ccco2)C1=O (centres undefined)	-17%	-2%	-0.1%	-12%	0%	-5%	4%	-1%	1%	1%	?
CCOC(=O)C1CCN(c2cc(=O)n(C3CCCCC3)c(=O)[nH]2)CC1	4%	4%	1.6%	17%	-7%	4%	14%	-3%	-1%	1%	4%
CCN(C(=O)CN1CCN(c2ccccc2)CC1)c1c(N)n(Cc2ccccc2)c(=O)[nH]c1=O	2%	11%	0.1%[57.5 µM]	-5%	-6%	-2%	-10%	-4%	0%	2%	7%
CO[C@H]1COC(=O)CCC[C@H](C)[C@H](OC)COC(=O)C/C=C\[C@@H]1C	2%[11.4 µM]	nt	0.6%[9.22 µM]	7%[11.5 µM]	nt	nt	nt	nt	1%[11.4 µM]	nt	8%[11.4 µM]
CCOC(=O)c1nn(-c2ccccc2C)c(=O)c(C#N)c1C	-2%	-18%	nt	?	-2%	-1%	27%	-2%	4%	-4%	-1%
N#CC(C#N)=c1ccc2c(c1)NC1(CCCCC1)N=2	-4%	-26%	0.3%[57.5 µM]	16µM*	-3%	-21%	?	-3%	7.9µM*	-2%	-2%
CCOC(=O)CNC(=O)c1nn(-c2cccc(OC)c2)c(=O)c2ccccc12	-5%	14%	-1.4%	-17%	1%	-3%	15%	-1%	-4%	0%	4%
Cn1ccnc1C(=O)c1cc(=O)c2ccccc2o1	-1%	10%	-0.8%	-6%	-3%	-4%	?	4%	3%	0%	-9%
Cc1cccc(N2CCN(C(=O)c3cc4n(n3)C(C(F)(F)F)CC(c3ccco3)N4)CC2)c1C (centres undefined)	-14%	85%	-1.7%	-16%	2%	-8%	?	-1%	4%	3%	14%
CN1C(=O)CC(C(=O)Nc2ccc(F)cc2)SC1=Nc1ccc2c(c1)OCO2 (centres undefined)	-10%	-30%	1.5%	9%	-7%	-5%	-25%	-1%	-42%	0%	1%
CCN(CC)CCNC(=O)Cn1nc(Cc2cccnc2)c2ccccc2c1=O	8%	2%	0.5%	13%	0%	-1%[2.3 µM]	3%	-3%	4%	nt	5%
O=C1c2ccccc2NC(c2cnc3ccccc3n2)N1O (centres undefined)	?	-18%	0.4%	32%	-3%	?	-17%	6%	-17%	-3%	-8%
CSc1cccc(NC(=O)Nc2ccccc2)c1	25%[11.4 µM]	58%[11.4 µM]	-1.1%[0.0738 µM]	?	-2%[11.4 µM]	?	?	-13%[9.17 µM]	10µM*	0%	21%[11.4 µM]
COCCn1cnnc1SCC(=O)c1ccc(S(=O)(=O)N2CCCC2)cc1	-8%	-20%	0.1%[57.5 µM]	-8%	-2%	-6%	-7%	1%	2%	3%	12%
Cc1nn(Cc2ccccc2)c2c1C(c1ccco1)C(C#N)=C(N)O2 (centres undefined)	-9%	-6%	-1.2%	8%	1%	0%	-8%	-3%	2%	-2%	-9%

Compounds shown so far containing a furan ring, fused or not (five):
SMILES	ALOX15 inhib	Tau filament bind	HBB splice mod	ERK AVP inh	DNA Pol III inh	Hsp90 Hop PPI	CRE Fsk mod	Ub-GFP proteasome	Luciferase inh	GFP derepression	HADH2 inhib
O=C(c1ccco1)N1CCN(CC(O)COc2ccc3oc4ccccc4c3c2)CC1 (centres undefined)	-6%	47%	2.0%	?	2%	-7%	?	0%	-43%	-2%	-2%
CCOC(=O)c1coc(CNC(=O)c2c(C)oc3c2CCCC3)c1	-2%	2%	nt	12%	-6%	-13%	?	-2%	0%	1%	-5%
CC1S/C(=C(\C#N)C(=O)NCc2ccco2)N(Cc2ccco2)C1=O (centres undefined)	-17%	-2%	-0.1%	-12%	0%	-5%	4%	-1%	1%	1%	?
Cc1cccc(N2CCN(C(=O)c3cc4n(n3)C(C(F)(F)F)CC(c3ccco3)N4)CC2)c1C (centres undefined)	-14%	85%	-1.7%	-16%	2%	-8%	?	-1%	4%	3%	14%
Cc1nn(Cc2ccccc2)c2c1C(c1ccco1)C(C#N)=C(N)O2 (centres undefined)	-9%	-6%	-1.2%	8%	1%	0%	-8%	-3%	2%	-2%	-9%

Assay outcomes deposited in PubChem by National Center for Advancing Translational Sciences (NCATS).
